# Source: PubChem BioAssay (National Center for Advancing Translational Sciences (NCATS))
# Apoferritin bind – qHTS Assay for Identification of Novel General Anesthetics. 350,000 compounds, 0.074% hits. Ferritin light chain (Equus caballus), P02791. apoferritin/1-aminoanthracene competitive binding, fluorescence. Potency, µM (highest dose often 77.5 µM), for the others: top-dose activity change, negative = displacement, most hits filed as inhibitors; further: potency means the concentration at half of the fitted maximal effect; on the % scale 0 is the no-effect control and ±100 the full control effect; nearly all actives have a fitted effect of over 20% in size
# Target sequence (P02791 2-175 limits assumed): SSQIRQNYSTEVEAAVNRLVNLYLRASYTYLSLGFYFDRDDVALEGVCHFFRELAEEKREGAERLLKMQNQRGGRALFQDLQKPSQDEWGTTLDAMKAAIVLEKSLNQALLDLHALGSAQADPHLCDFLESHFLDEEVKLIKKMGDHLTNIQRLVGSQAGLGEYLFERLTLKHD
#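 Steps: apoferritin (10 uM) was premixed with half-saturated 1-AMA in PBS, compounds were pin-transferred, plates stood 10 min at room temperature, fluorescence was read at 380/535 nm, and curves were fitted with a Hill equation.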
# RXFP1 antagonist – qHTS Assay for Antagonists of the Relaxin Receptor RXFP1 | activity change, negative = inhibition, % at 57.5 µM | HEK293-RXFP1, relaxin-stimulated cAMP HTRF, 30 min; hits give low values | Relaxin receptor 1 (Homo sapiens), Q9HBX9 | AID 1259400, 2018 | 350,000 compounds, 0.59% hits;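 active means activity change of -60% or lower, but not beyond a set lower limit; inconclusive means change between -60% and -40%, or beyond the set limit; inactive means change above -40%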; further: on the % scale 0 is the no-effect control and ±100 the full control effect
# POLH inh – qHTS for Inhibitors of Polymerase Eta; DNA polymerase eta (Homo sapiens), Q9Y253; recombinant Pol eta, fluorescent DNA replication assay; Potency, µM (top dose mostly 114 µM), for inactives: top-dose activity change, negative = inhibition, hits mostly inhibitors; 390,000 compounds, 1.2% hits; further: potency means the concentration at half of the fitted maximal effect; on the % scale 0 is the no-effect control and ±100 the full control effect
# Target sequence (Q9Y253 whole entry, looked up): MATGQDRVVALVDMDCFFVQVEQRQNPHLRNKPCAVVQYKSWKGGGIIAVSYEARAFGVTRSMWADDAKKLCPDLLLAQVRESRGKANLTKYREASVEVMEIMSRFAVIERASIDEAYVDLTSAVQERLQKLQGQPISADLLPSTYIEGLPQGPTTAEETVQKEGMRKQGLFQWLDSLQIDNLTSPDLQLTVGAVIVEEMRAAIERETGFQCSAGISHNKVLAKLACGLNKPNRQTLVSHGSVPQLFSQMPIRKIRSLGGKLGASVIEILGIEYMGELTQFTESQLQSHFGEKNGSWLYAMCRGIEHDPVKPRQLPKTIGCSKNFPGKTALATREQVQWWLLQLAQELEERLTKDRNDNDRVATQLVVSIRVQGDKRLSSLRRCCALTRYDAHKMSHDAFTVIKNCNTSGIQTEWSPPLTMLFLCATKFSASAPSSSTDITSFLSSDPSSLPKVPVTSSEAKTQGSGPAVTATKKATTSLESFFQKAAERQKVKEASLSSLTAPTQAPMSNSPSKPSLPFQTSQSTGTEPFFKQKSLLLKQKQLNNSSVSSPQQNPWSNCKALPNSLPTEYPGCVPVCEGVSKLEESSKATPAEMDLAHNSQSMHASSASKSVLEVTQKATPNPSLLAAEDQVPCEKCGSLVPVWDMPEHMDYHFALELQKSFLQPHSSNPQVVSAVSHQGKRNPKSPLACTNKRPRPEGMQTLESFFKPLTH
#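 Pol eta (10 nM) was preincubated with compounds for 15 min at room temperature, after which fluorescent replication substrate (50 nM final) was added to start the reaction. Fluorescence was read kinetically at 0 and 10 min.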
# PGK inhibitor – qHTS Assay to Find Inhibitors of Phosphoglycerate Kinase. AID 602233, 2012. Phosphoglycerate kinase, glycosomal (Trypanosoma brucei brucei), P07378. PGK/GAPDH coupled, Kinase-Glo luminescence, 60 min. 380,000 compounds, 0.043% hits. Potency, µM (doses to about 57.5 µM), without a hit: at the top dose activity change, negative = inhibition, actives largely listed as inhibitors; further: potency means the concentration at half of the fitted maximal effect; on the % scale 0 is the no-effect control and ±100 the full control effect; nearly all actives have a fitted effect of over 60% in size
#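 Luminescent ATP detection (Kinase-Glo Plus) follows a 60-minute room-temperature incubation, with wells lacking PGK as controls. Buffer: 100 mM TEA (pH 7.6), 5 mM MgCl2, 0.01% Tween-20. Coupling enzyme GAPDH (100 nM final) supplies unstable 1,3-BPG in-well.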
# Pol beta inh – qHTS Assay for Inhibitors of DNA Polymerase Beta | P06746 | Pol beta primer extension/strand displacement, fluorescence kinetic | Potency, µM (doses to about 114 µM), for inactives: top-dose activity change, negative = inhibition, hits mostly inhibitors | 340,000 compounds, 1.3% hits | AID 485314, 2010; further: potency means the concentration at half of the fitted maximal effect; on the % scale 0 is the no-effect control and ±100 the full control effect
#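 Enzyme-only controls used 10 nM Pol beta; buffer lacking enzyme served as negative control. Compound preincubated 15 min, then 50 nM substrate added; 0 and 10 min reads at room temperature.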
# BLM inh – qHTS Assay for Inhibitors of Bloom's syndrome helicase (BLM) | RecQ-like DNA helicase BLM (Homo sapiens), P54132 | recombinant BLM DNA unwinding, fluorescence dequenching | Potency, µM (titrated, usually from 56.1 µM), for inactives: top-dose activity change, negative = inhibition, most hits filed as inhibitors | 350,000 compounds, 0.2% hits;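 further: potency means the concentration at half of the fitted maximal effect; plate controls were vehicle for no effect and no enzyme for full effect; nearly all actives have a fitted effect of over 35% in size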
# APEX1 inh – qHTS Assay for Inhibitors of the Human Apurinic/apyrimidinic Endonuclease 1 (APE1); AID 2517, 2012; 350,000 compounds, 0.35% hits; Potency, µM (series often up to 65.8 µM), inactives show at the highest dose activity change, negative = inhibition, usual class: inhibitors; recombinant APE1, TAMRA/BHQ-2 abasic DNA cleavage fluorescence; DNA repair nuclease/redox regulator APEX1 (Homo sapiens), P27695;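 further: potency means the concentration at half of the fitted maximal effect; plate controls were vehicle for no effect and reference inhibitor for full effect; nearly all actives have a fitted effect of over 55% in size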
#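 APE1 at 0.75 nM final was preincubated with compound 15 min at room temperature, then 50 nM double-stranded THF abasic-site substrate (5'-TAMRA/3'-BHQ-2) was added. Fluorescence (ex 525/em 598 nm) was read kinetically; third-minus-first read gave activity.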
# POLK inh – qHTS for Inhibitors of Polymerase Kappa | DNA polymerase kappa (Homo sapiens), Q9UBT6 | purified Pol kappa, fluorescent DNA synthesis assay, 10 min | Potency, µM (highest dose often 107 µM), for inactives: at the top dose activity, negative = inhibition, most hits filed as inhibitors | 400,000 compounds, 0.53% hits | AID 588579, 2011; further: potency means the concentration at half of the fitted maximal effect; on the % scale 0 is the no-effect control and ±100 the full control effect
#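 Pol kappa 10 nM + cpd, 15 min RT; start w/ substrate 50 nM final; fluorescence kinetic read, 0 and 10 min. Neg ctrl: buffer, no enzyme.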
# POLI inh – qHTS for Inhibitors of Polymerase Iota; DNA polymerase iota (Homo sapiens), Q9UNA4; Pol iota fluorescent replication assay, 10 min; Potency, µM (highest dose often 115 µM), inactives show at the highest dose activity, negative = inhibition, usual class: inhibitors; 390,000 compounds, 1% hits; AID 588590, 2011; further: potency means the concentration at half of the fitted maximal effect
#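 Fluorescent replication assay read twice, at 0 min and 10 min after adding 50 nM (final) substrate. Enzyme (10 nM) and compounds were first incubated 15 min at room temperature; enzyme-free buffer wells were negative controls.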
# Starred values were filed as active, the others as inactive; i = inactive; ? = inconclusive; · = no result given; & = joins results of further samples; [ ] = remark or other dose. Unless noted, the call rests on the fitted dose curve; in most records, active means well fitted curve in the direction sought with a large enough effect; inconclusive means small, poorly fitted or top-dose-only effect, or another doubt; inactive means no such curve, though single readings can be large; an effect the other way counts as inactive or inconclusive.
structure	Apoferritin bind	RXFP1 antagonist	POLH inh	PGK inhibitor	Pol beta inh	BLM inh	APEX1 inh	POLK inh	POLI inh
CC(=O)c1ccc(NC(=O)C2Cc3ccccc3CN2C(=O)c2ccccc2)cc1 (stereo not drawn)	-10.4%	14.9	-16.5%	4.5%	9.7%[57.1 µM]	-7.2%	9.4%	-12.8%	0.9%
O=C1c2ccccc2C(=O)c2c1cccc2N1CCOCC1	-14.2%	-7.9	-14.9%	-9.8%	-1.5%	-4.7%	-3.0%	-25.5%	62.1%[activator]
CCOC(=O)c1c(C)n(C)c2ccc(OCC(O)Cn3nc(C)c(Br)c3C)cc12 (stereo not drawn)	-14.7%	-5.9	-5.5%	-5.0%	19.9%	-11.0%	4.5%	-16.4%	15.9%
COc1cc(C(=O)NC(=S)Nc2ccc3c(c2)C(=O)N(C)C3=O)cc(OC)c1OC	2.8%	0.2	-2.9%	-1.7%	17.2%	-7.5%	8.5%	-9.1%	13.2%
Cc1ccc(C(=O)Nc2ccc(NC(=O)c3cccs3)cc2)cc1[N+](=O)[O-]	-13.4%	-7.2	-6.3%	-5.0%	0.5%	-0.1%	0.0%	9.0%	-12.1%
COc1ccc(NC(=O)CN(C)S(=O)(=O)c2ccc(C(=O)N3CCOCC3)s2)cc1	3.7%	·	1.4%	-8.9%	28.7%	1.0%	·	-3.4%[60.1 µM]	-4.6%
COc1ccc(NC(=O)CN2C(=O)/C(=C3\SC(=S)N(C4CCS(=O)(=O)C4)C3=O)c3ccccc32)cc1 (stereo not drawn)	-17.7%	10.4	-16.1%	-3.1%	35.1%	-7.3%	?	6.5%	16.6%
COc1ccccc1N1CC(C)(C)C(=O)N(C(=O)c2ccc(Cl)cc2)C1=S	-21.5%	-1.1	-4.8%	-5.4%	-8.8%	-2.1%	?	-12.7%	-11.1%[58.9 µM]
O=C(Nc1ccc(N2CCN(C(=O)c3ccc(Cl)cc3)CC2)cc1)c1cc2ccccc2o1	-6.5%	6.5	-4.2%	-0.6%	14.1%	-6.3%	15.2%	-9.5%	5.4%
Cc1cnc(C(=O)OCC(=O)Nc2cc(-c3ccccc3)nn2-c2ccccc2)cn1	·	·	-13.7%	-4.6%	·	·	21.6%	-8.5%	16.7%
CCN1CCOC(=O)C1CC(=O)Nc1cc(Cl)ccc1OC (stereo not drawn)	-1.5%	·	2.3%	-0.8%	3.1%	5.3%	·	-22.2%	-6.9%
CCOCCCNc1nc2c(-c3ccccc3)nnn2c2ccccc12	13.6%	·	?	-4.5%	21.2%	-1.9%	16.6%	-24.4%	5.2%
COC(=O)c1ccc(C2c3c(oc4ccccc4c3=O)C(=O)N2c2nc(C)c(C(=O)OC)s2)cc1 (stereo not drawn)	-1.0%	3.5	-8.4%	5.3%	44.2%	-9.7%	·	-26.7%	?
Cc1ccccc1CN1C(=O)c2ccccc2Sc2ccc(C(=O)OCc3ccco3)cc21	-16.6%	·	-22.9%	6.3%	?	-4.1%	·	-13.0%[60.1 µM]	32.6%[activator]
Cc1ccc(C)c(N(CC(=O)NC2CCCC2)S(=O)(=O)c2ccccc2)c1	-11.6%	-0.3	-16.7%	-7.0%	0.0%	-3.3%	5.0%	-1.2%	104.5%[activator]
O=[N+]([O-])c1ccc(/C=N/Nc2cc(Cl)nc(-c3ccccc3)n2)cc1	-6.8%	10.5	-0.2%	-2.9%	35.7%	-1.3%	-1.4%	-5.9%	15.6%
O=C(COCc1cc(-c2cccs2)on1)NCc1cccc(Cl)c1	134.3%[activator]	-15.4	-15.8%	i	0.1%	1.0%	·	0.3%	2.8%
CCc1ccccc1NC(=O)c1cnccn1	0.3%	-8.0	?	i	12.4%	3.2%	10.9%	-6.2%	?
CCCOc1ccc(C(=O)Nc2cccc(NC(=O)c3cccc(Cl)c3)c2)cc1	-4.0%	-4.0	-15.4%	-4.5%	-8.6%	-6.1%	·	0.4%	25.9%
CCC(=O)N1N=C(c2cccs2)CC1c1ccc(C)cc1 (stereo not drawn)	-1.1%	-11.3	-8.0%	·	1.1%	7.2%	4.6%	-1.4%	-3.0%
O=C(CCc1ccc(O)cc1)N/N=C/c1coc2ccccc2c1=O	0.1%	-1.8	10.1%	-10.8%	-1.0%	-6.1%	?	?	?
CC(OC(=O)Cn1cnc2c1c(=O)n(C)c(=O)n2C)C(=O)NCc1ccccc1 (stereo not drawn)	·	-2.4	-5.6%	-4.8%	·	·	9.6%	1.4%	-7.9%
CCOC(=O)C1CCCCN1Cc1ccc(C(F)(F)F)cc1 (stereo not drawn)	-2.8%	-9.7	0.0%	5.4%	12.0%	0.7%	1.1%	0.6%	4.5%
CCc1cccc(NC(=O)c2cnn(-c3ccccc3)c2C)c1	-19.3%	-1.9	-5.5%	-17.4%	?	-6.9%	-5.0%	-11.7%	8.6%
CCCn1c(SCC(=O)Nc2nnc(-c3ccccc3)s2)nnc1-c1ccccn1	-19.8%	-4.2	?	-0.8%	22.4µM*	8.6%	7.3%	-9.7%	?
Cn1cccc1/C=C1\SC(=O)N(c2ccc(O)cc2)C1=O	50.9%[activator]	-6.9	-5.7%	i	8.0%	-9.1%	1.6%	-5.3%	-4.6%
COc1ccc(/C=N/NC(C)(C)C)c(OC)c1	-3.8%	-23.0	2.9%	-2.5%	-13.5%	-5.1%	-6.2%	-13.9%	8.8%
Cc1nc2scc(C)n2c(=O)c1S(=O)(=O)NCc1ccccc1Cl	-7.7%&-14.5%	-15.2&-12.1	-0.5%&-9.4%	0.0%&-1.8%	36.0%&15.0%	-1.4%&8.7%	-13.3%	-0.1%&8.4%	9.6%&-2.8%
O=C(CNC(=O)c1ccc(Cl)cc1)NCC(F)(F)F	-4.2%	3.3	-28.7%	-1.4%	23.1%	-1.8%	0.7%	6.3%	8.9%
CCOc1cc(/C=N/O)ccc1OCc1ccc([N+](=O)[O-])cc1	-5.3%	-2.3	-21.5%	i	6.1%	-4.3%	-4.1%	-10.5%	3.2%

# Remaining list, next part:
structure	Apoferritin bind	RXFP1 antagonist	POLH inh	PGK inhibitor	Pol beta inh	BLM inh	APEX1 inh	POLK inh	POLI inh
COc1ccccc1CNC(=O)C1CCN(c2nc3ccccc3o2)CC1	-7.9%	15.7	-11.9%	i	0.3%	-5.7%	-2.1%	11.0%	-9.5%[58.9 µM]
CCCn1c(N2CCN(C(=O)Nc3ccccc3)CC2)nc2ccccc21	-18.0%	-2.0	-19.0%	-5.7%	7.2%	-1.6%	12.2%	-4.5%	91.8%[activator]
CC1=CC=CC2=NC(=O)CC(C)(C(=O)N(CC(=O)NC(C)C)C3CCCC3)N12 (stereo not drawn)	2.8%	-16.5	-3.1%	-1.2%	0.7%	-1.4%	0.3%	-4.9%	0.7%[58.9 µM]
CC1Cc2ccccc2N1C(=O)COC(=O)CSc1ccc(F)cc1 (stereo not drawn)	·	-12.9	-7.2%	-4.0%	·	·	12.6%	-2.9%	24.6%
CCN1C(=O)CSC1=NC12CC3CC(CC(C3)C1)C2	?	-8.8	4.5%	-2.2%[11.5 µM]	3.8%	-3.0%	0.0%	-9.2%	-6.3%
COC(=O)C1(C)NC(c2ccc(F)cc2)C2C(=O)N(c3ccc(C)cc3)C(=O)C21 (stereo not drawn)	-5.8%	1.9	-7.6%	-7.8%	52.2%	-2.8%	14.9%	1.4%	-19.3%
CC(C)N(Cc1ccccc1)C(=O)CCc1ccccc1	?	-10.3	-18.2%	-1.5%	6.5%	-2.8%	0.8%	-12.4%	-4.2%
CSC1=NSC2=NC(=O)/C(=C\c3ccc(OC(=O)c4ccco4)cc3)C(=N)N12	-9.4%	?	?	i	-28.8%	-14.7%	11.2%	-30.7%	?
CCC(C)(C)n1nnnc1C(CC(C)C)N1CCC(C(N)=O)CC1 (stereo not drawn)	-10.3%	-0.2	-15.3%	i	40.4%	-2.5%	13.7%	-9.5%	9.3%
CON(C)S(=O)(=O)c1ccc2c(c1)N(Cc1ccc(C)cc1)C(=O)C1CCCN21 (stereo not drawn)	-15.3%	-13.6	1.1%	-11.6%	1.8%	-6.5%	-6.8%	-10.7%	-5.9%
CC(C)(C)NC(=O)CSC(=Nc1cccc(F)c1)NC#N	-19.1%	-26.8	-10.7%	-0.5%	7.3%	-0.1%	-0.8%	-10.0%	26.9%
CCN1CCN(C(=O)c2ccc(C(F)(F)F)cc2)CC1	-2.7%	-5.8	-11.3%	3.9%	17.9%	-1.8%	-10.9%	-32.9%	93.6%[activator]
COc1ccc(OCC(=O)OCCN2C(=O)c3ccccc3C2=O)cc1	-16.3%	-10.7	-11.9%	-1.9%	20µM*	-20.6%	?	-1.1%	5.3%
Cc1cc(C(=O)OCC(=O)Nc2ccccc2F)c(C)o1	?	-2.0	4.8%	-4.2%	16.5%	-4.6%	-2.4%	-12.0%	1.1%
O=c1c2ccccc2nc(COc2ccccc2)n1/N=C/c1c[nH]c2ccccc12	1.6%	·	-11.7%	15.2%	1.8%	-0.7%	0.3%	-15.1%	30.9%[activator]

# The list is partial, so the mix of outcomes need not match the whole.
